SR-BI uptake up: enhances SR-BI lipid uptake from DiI-HDL; CHO ldlA[mSR-BI] cells, DiI-HDL uptake fluorescence, 3 h; 100 = double the neutral-control signal; activation, % at 12.5 µM; actives 0.096% (n = 320,000); AID 504775;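 active = mean replicate activation of at least 60% and every replicate at or above 60%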;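 note: 0% = median plate neutral-control signal and 100% = twice that signal; values of inactives mirror those of a sister screen read the other way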
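Assay system: LDL receptor-deficient CHO ldlA cells overexpressing murine SR-BI / Medium: BSA-supplemented, HEPES-buffered Ham's F12, pH 7.4 / Probe or stimulus: DiI-labelled HDL at 10 µg/mL final / Timing: compound with DiI-HDL co-incubation, 3 h at 37 °C / Technique: bottom-read cell fluorescence after medium removal, ex 550/em 595 nm / Measure: HDL uptake via cellular fluorescence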
MITF act: MITF TRPM1 promoter activation in melanoma cells | AID 588334 | SK-MEL-5 TRPM1-promoter luciferase, 24 h; % of positive control, neutral wells = 0 | actives 0.75% (n = 300,000) | activation, % at 12.5 µM;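 active = mean activation of at least 80% with every replicate also reaching 80%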;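 note: 0% = neutral control wells and 100% = parthenolide positive control wells; values of inactives mirror those of a sister screen read the other way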
SUMO Mot1 rescue: blocks SUMOylation pathway, rescuing yeast Mot1-301 growth | S. cerevisiae Mot1-301 growth rescue, ATP luminescence, 38.5C; percent above DMSO median, 100 means doubled | growth rescue, % at 18.8 µM | actives 1% (n = 320,000) | AID 2716;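 active = every valid replicate shows activation above 250% relative to neutral control wells; inactive = the rest, any valid replicate at or below 250%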;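 note: OY570 slx delta 5 strain wells were the positive control but not used for scaling; some compounds called inactive have numbers as strong as hits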
dFosB act: mouse delta FosB homodimer activation; P13346; purified delta FosB, TAMRA-CDK5 oligo fluorescence polarization; percent of positive-control signal above neutral wells; activation, % at 25 µM; actives 0.99% (n = 340,000); AID 493131;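 active = mean activation above about 17%, with every replicate also reaching it, limit read from the data, passing the limit was not always enough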;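 note: fluorescence polarization rise as delta FosB binds a TAMRA Cdk5 AP-1 oligo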
CDK5 inh: CDK5/p35 (human) kinase inhibition | Q00535+Q15078 | Recombinant CDK5/p35, ADP-Glo luminescence, 60 min | inhibition, % at 10 µM | actives 0.01% (n = 330,000);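 active = highest replicate inhibition of at least 50% and at least 75% of replicates reaching 50%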;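 note: plate controls were DMSO neutral control for no effect and GW8510 at 10 µM for full effect; many of its hits are not listed in these tables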
Pemphigus Ab inh: human desmoglein-3 autoantibody binding inhibition; DSG3-coupled beads, scFv-anti-DSG3-GFP binding, flow cytometry; active compounds read low; actives 0.48% (n = 310,000); AID 588358; P32926; binding (percent of control), % at 10 µM;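 active = binding more than 3 SD below its plate's average and above zero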;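 note: hits lower antibody fragment binding to DSG3; some compounds called inactive have numbers as strong as hits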
Target sequence (P32926 whole entry, looked up, the tested form may be a part): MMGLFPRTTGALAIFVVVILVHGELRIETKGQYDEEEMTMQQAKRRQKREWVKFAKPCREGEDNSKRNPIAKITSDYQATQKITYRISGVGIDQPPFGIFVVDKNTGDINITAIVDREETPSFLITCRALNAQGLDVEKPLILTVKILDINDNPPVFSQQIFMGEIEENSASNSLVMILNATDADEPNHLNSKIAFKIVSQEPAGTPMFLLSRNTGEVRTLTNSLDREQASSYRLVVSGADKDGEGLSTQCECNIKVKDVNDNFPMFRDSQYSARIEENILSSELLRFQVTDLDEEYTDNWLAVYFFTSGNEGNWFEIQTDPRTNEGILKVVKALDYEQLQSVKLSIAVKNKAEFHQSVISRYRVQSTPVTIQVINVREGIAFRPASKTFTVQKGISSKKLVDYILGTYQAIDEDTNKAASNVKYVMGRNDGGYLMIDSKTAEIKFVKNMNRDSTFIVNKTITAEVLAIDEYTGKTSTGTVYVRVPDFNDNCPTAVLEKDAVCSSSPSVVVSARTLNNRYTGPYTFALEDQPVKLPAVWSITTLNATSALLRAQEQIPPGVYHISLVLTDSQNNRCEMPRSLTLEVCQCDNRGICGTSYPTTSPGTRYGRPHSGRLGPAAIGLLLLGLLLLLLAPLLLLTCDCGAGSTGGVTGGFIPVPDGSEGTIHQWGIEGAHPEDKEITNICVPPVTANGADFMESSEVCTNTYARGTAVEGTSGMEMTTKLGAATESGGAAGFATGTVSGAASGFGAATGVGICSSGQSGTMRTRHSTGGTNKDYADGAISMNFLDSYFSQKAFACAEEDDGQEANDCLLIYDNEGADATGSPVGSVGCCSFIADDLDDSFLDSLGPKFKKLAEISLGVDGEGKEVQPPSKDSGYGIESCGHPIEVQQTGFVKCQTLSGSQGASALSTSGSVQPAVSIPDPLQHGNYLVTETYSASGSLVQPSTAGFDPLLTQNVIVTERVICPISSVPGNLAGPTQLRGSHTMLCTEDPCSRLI
NSD2 inh: inhibitors of human histone methyltransferase NSD2; AID 743445; actives 0.54% (n = 310,000); inhibition, % at 12.5 µM; NSD2 peptide methylation, AlphaScreen, 120 min; in the data active = inhibition above about 50%
PKA-R2B act: activates the human PKA-R2B holoenzyme complex; actives 0.079% (n = 340,000); PKA-R2B holoenzyme dissociation, Cy5-IP20 fluorescence polarization; R2B truncated from residue 108, S112A mutant; 0% DMSO only, 100% 113 µM cGMP; P22694+P31323; activation, % at 11.4 µM; AID 504700;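 active = activation above a cutoff set at the mean over all compounds plus 3 SD, cut at about 18% in these data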;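 note: higher means more holoenzyme dissociation and a rise in polarization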
PKA-R1A act: activates the PKA-R1A holoenzyme complex. actives 0.083% (n = 340,000). activation, % at 11.4 µM. PKA-R1A dissociation, Cy5-IP20 fluorescence polarization; scaled: DMSO 0%, 113 µM cGMP 100%. AID 504707. P00514+P68181;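 active = percent activation above the mean of all tested compounds plus 3 SD, cut at about 19% in these data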;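 note: higher means more PKAc released from R1A so a rise in polarization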
SR-BI DiI inh: mouse SR-BI HDL lipid transfer inhibition; ldlA[mSR-BI] CHO cells, DiI-HDL uptake fluorescence, 3 h; Q61009; actives 0.96% (n = 320,000); inhibition, % at 12.5 µM;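 active = mean replicate inhibition of at least 70% and a set share of replicates each scoring 70 or more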;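 note: 0% = median of neutral control wells and 100% = median of positive control wells; values of inactives mirror those of a sister screen read the other way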
Arr AP2 block: blocks beta-arrestin peptide binding to AP2 adaptin | FITC-arrestin peptide / GST-AP2 beads, flow cytometry; AP2 beta2 appendage carries R879A mutation | inhibition, % at 10 µM | actives 0.31% (n = 340,000) | AID 504490;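 active = inhibition above a set limit, near 3 SD of compounds lacking own fluorescence, cut at about 54% in these data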;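 note: plate controls were DMSO wells for no effect and 5 µM unlabelled arrestin peptide for full effect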
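System: GST-AP2 R879A glutathione beads; medium: PBS, Tween 20 0.05%, BSA 0.1%; reagent: fluorescein-tagged arrestin peptide at 50 nM final; schedule: pre-incubation 12 min, peptide binding 1 h, room temperature; detection: flow cytometry, FL1 (488/535 nm); read-out: inhibition as reduced fluorescein signal on beads, percent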
An asterisk follows results filed as active; · = not tested or not shown.

SMILES	SR-BI uptake up	MITF act	SUMO Mot1 rescue	dFosB act	CDK5 inh	Pemphigus Ab inh	NSD2 inh	PKA-R2B act	PKA-R1A act	SR-BI DiI inh	Arr AP2 block
COc1ccc(C(=O)N2CCSCC2)cc1OC1CCN(C(C)=O)CC1	5	-10	0	-9	-0.3	93	0	3	-6	-5	15
O=C(c1ccccc1-n1cccn1)N1CCc2c([nH]c3ccccc23)C1c1ccccn1 (configuration not stated)	-11	14	-18	-2	-0.5	100	3	·	·	11	-1
Cc1nn(-c2ccccc2)c(N2CCCC2)c1/C=N/NC(=S)Nc1ccccc1C(F)(F)F	-57	-10	23	-4	0.4	95	-1	-2	3	57	1
COc1cccc2cc(C(=O)Nc3cc(Cl)ccc3N3CCOCC3)c(=O)oc12	-25	-21	74	-4	0.5	101	·	-6	-4	25	24
CC(=O)Nc1ccc(NC(=O)CSc2nnc(COc3ccccc3C)n2CC2CCCO2)cc1 (configuration not stated)	11	-15	-1	3	1.5	92	2	-3	-6	-11	-5
COc1ccc(/C=C(/C#N)C(=O)Nc2cccnc2)cc1OC	-10	1	·	-16	0.0	98	-4	3	-2	10	10
Cc1nn(-c2ccc([N+](=O)[O-])cc2)c2c1C(c1ccc(OC(F)F)cc1)N1C(=N2)C(=O)Nc2ccccc21 (configuration not stated)	-30	-21	1	-4	0.9	99	0	7	-10	30	6
O=C(Nc1c2c(nn1-c1cccc(Cl)c1)CS(=O)(=O)C2)c1ccc2c(c1)OCO2	-6	-2	8	-3	-1.7	·	0	-3	-1	6	42
COc1ccccc1C(=O)Nc1ccnn1C1CCN(Cc2ccn[nH]2)CC1	·	-2	-7	2	2.0	103	-3	-4	-12	-35	-11
O=C(Nn1c(-c2ccc(Br)cc2)nc2ccccc2c1=O)c1ccncc1	21	2	-5	2	2.4	104	0	-1	-1	-21	28
COc1ccc(C2(NC(C)=O)CCN(Cc3cccnc3)CC2)cc1	1	5	3	3	-0.4	94	-4	-4	-10	-1	1
COC(=O)c1c(C(=O)OC)c(-c2cccc(F)c2)n2c1CS(=O)(=O)C2	23	-2	-24	2	0.4	99	-4	0	-4	-23	2
CCCN(CC1CC1)C(=O)CSc1nnc(-c2cc(-c3cccs3)nc3ccccc23)o1	·	2	-2	-14	0.3	105	-2	2	0	55	36
COc1cccc(CN2CCN(C3CCN(c4ccccc4F)CC3)CC2CCO)c1 (configuration not stated)	-7	-1	10	-3	1.1	99	-2	4	1	7	2
O=[N+]([O-])c1cc(S(=O)(=O)N2CCCC2)ccc1N/N=C/c1cccnc1	0	1	-10	6	0.0	101	-2	6	4	0	70*
CCOc1cc(NC(=S)NCCc2ccccc2)c(OCC)cc1NC(C)=O	12	3	-5	2	-12	104	-2	-10	1	-12	0
Cc1cc(Cl)ccc1OCC(=O)OCC(=O)Nc1ccc(F)c([N+](=O)[O-])c1	25	12	7	-4	-1.0	·	2	7	-6	-25	-4
COc1ccccc1C(=O)NC(=O)CSc1nnc(SC)s1	27	6	-11	-5	1.6	103	2	2	-3	-27	-4
O=C(CSc1ccccc1)N1CCN(c2ccc(F)cc2)CC1	17	·	-18	-5	1.2	110	-2	-2	-3	-17	18
COc1ccc(S(=O)(=O)NCc2ccc(C(=O)N3CCN(Cc4ccccc4)CC3)cc2)cc1	-6	-12	7	-4	-0.2	101	3	1	-11	6	16
COC(=O)c1ccccc1NC(=O)C1CCC(=O)N1S(=O)(=O)c1ccc(C)cc1 (configuration not stated)	26	0	442	2	-0.7	99	-2	-4	5	-26	-13
Cc1cc(Cl)ccc1OCCCC(=O)NCc1ccccn1	6	14	180	-6	-2.1	97	1	-6	-12	-6	-3
CCC(C)[C@H](NC(=O)N1c2ccccc2NC(=O)[C@@H]1C(C)C)C(=O)N[C@@H](Cc1ccccc1)C(=O)O (some centres not stated)	6	-6	61	-1	-2.3	·	·	2	-5	-6	16
COc1ccc(CCNC(=O)COC(=O)Cn2cnc3ccccc32)cc1OC	13	-2	-13	2	-0.2	98	·	-2	16	-13	-15
Cc1ccc(CN2CCN(Cc3ccc4cccc(F)c4n3)CC2CCO)cc1 (configuration not stated)	24	·	102	-4	-1.3	117	-2	-1	0	-24	-3
O=C(Cn1cnnn1)NC1CCCN(Cc2ccccc2F)C1 (configuration not stated)	-5	-2	-3	-5	-1.5	100	-1	-3	-5	5	6
CCCN(CC(=O)Nc1ccccc1C)C(=O)c1sc2ccccc2c1Cl	-7	-14	0	-1	-1.1	101	-3	2	4	7	0
O=C(NCc1ccc(F)cc1)c1c2c(nc3ccccc13)CCN(Cc1ccccc1)C2	15	2	138	3	-1.7	·	-2	-9	3	-15	-7
CCOC(=O)c1cnc2sc3c(n2c1=O)CCCC3	-37	-9	-5	-6	-1.0	·	·	-7	-12	37	42
C=CCn1c(-c2csc3ccccc23)n[nH]c1=S	-5	-18	12	2	2.0	99	-1	-1	12	5	-6
CCCn1c(=O)c(C(=O)NNS(=O)(=O)c2ccc(C)cc2)c(O)c2ccccc21	34	13	-33	-5	-0.6	96	0	5	-6	-34	9
CC1(C)Cc2ccccc2C(N/N=C/c2cccc(F)c2)=N1	-18	·	3	-1	-1.4	78	1	-7	4	18	4
Cc1cccc(Cl)c1OCCCN1CCOCC1	32	24	4	-6	-0.2	97	0	-2	4	-32	17
CN(C)S(=O)(=O)c1ccc(C(=O)NCC(C)(C)N2CCOCC2)cc1	6	12	-4	-3	0.2	101	-5	-6	-1	-6	-1
O=C(CCc1ccccc1)Nc1nncs1	9	12	0	2	0.5	99	31	1	-3	-9	7
CCC1COCCS(=O)(=O)N1Cc1ccc(Cl)cc1 (configuration not stated)	5	-3	-21	2	-0.4	101	·	-3	-3	-5	18

Exported with values under each structure: part of the list above
Results follow in this order: SR-BI uptake up	MITF act	SUMO Mot1 rescue	dFosB act	CDK5 inh	Pemphigus Ab inh	NSD2 inh	PKA-R2B act	PKA-R1A act	SR-BI DiI inh	Arr AP2 block
- Cc1cccc(Cl)c1OCCCN1CCOCC1
    32	24	4	-6	-0.2	97	0	-2	4	-32	17
- CCCn1c(=O)c(C(=O)NNS(=O)(=O)c2ccc(C)cc2)c(O)c2ccccc21
    34	13	-33	-5	-0.6	96	0	5	-6	-34	9
- CCC1COCCS(=O)(=O)N1Cc1ccc(Cl)cc1 (configuration not stated)
    5	-3	-21	2	-0.4	101	·	-3	-3	-5	18

Additional entries follow.
SMILES	SR-BI uptake up	MITF act	SUMO Mot1 rescue	dFosB act	CDK5 inh	Pemphigus Ab inh	NSD2 inh	PKA-R2B act	PKA-R1A act	SR-BI DiI inh	Arr AP2 block
CCc1ccc(NC(=O)C2CCCN(S(=O)(=O)c3cccnc3)C2)cc1 (configuration not stated)	-3	-2	1	-5	-1.6	97	1	-1	-12	3	-8
O=C(COC(=O)CNC(=O)c1cccc([N+](=O)[O-])c1)Nc1nc2ccccc2s1	7	1	·	3	0.3	101	2	-8	7	-7	46
S=C(CN1CCCC1=S)N1CCOCC1	19	·	7	6	2.2	106	-4	5	-2	-19	10
COc1ccc(C(=O)CSc2nnc(C(CO)NC(=O)c3ccc(OC)cc3)n2C)cc1 (configuration not stated)	10	-5	-11	1	1.7	102	2	6	-9	-10	3
COc1ccc(Cl)cc1NC(=S)N1CC(C)OC(C)C1 (configuration not stated)	22	-4	-1	-2	-0.1	109	0	-7	4	-22	11
CCCn1c(NCc2ccco2)nc2ccccc21	4	0	50	2	2.8	100	0	-3	-3	-4	5
Cc1ccc(NC2CCCN(C(=O)c3ccc4nccnc4c3)C2)cc1C (configuration not stated)	3	-11	-7	0	-0.7	120	0	-14	-1	-3	5
Cc1c(C(=O)C(=O)NCCCn2ccnc2)c2ccccc2n1C	17	6	29	-2	-0.4	98	·	-2	-1	-17	-33
COc1ccc(OC)c(N(C(=O)c2ccco2)C(C(=O)NC2CCCC2)c2ccc(N3CCOCC3)cc2)c1 (configuration not stated)	23	13	4	1	1.3	·	-4	3	1	-23	0
O=C1c2ccccc2-c2nc3ccccc3nc21	-23	·	35	-5	0.8	97	12	-7	5	23	-3
COC(=O)CSc1nnc(COc2ccc3ccccc3c2)o1	10	·	123	-8	-0.9	129	-4	-7	-6	-10	-8
C=CCOc1cccc(C(=O)N(C)C2CCCN(Cc3ccccc3F)C2)c1 (configuration not stated)	9	·	-11	-5	-1.9	117	21	3	-1	-9	15
O=C(NC(=S)N1CCN(c2ccc(Cl)cc2[N+](=O)[O-])CC1)c1ccco1	-1	-9	15	-3	0.3	90	8	-2	8	1	2
C=CC[C@@H](CC(=O)NCCO)C(=O)N[C@H](COC(=O)[C@H](CC=C)CC(=O)OC(C)(C)C)Cc1c[nH]c2ccccc12	-4	2	-11	-10	-4.2	96	·	8	2	4	3
O=C(NCc1ccc(CNC(=O)c2ccco2)cc1)c1ccco1	24	-7	281	-3	1.0	111	-1	2	3	-24	-15
Cc1ccc(CN2CCN(CCCn3cnc4c(OCc5ccccc5)ncnc43)CC2)cc1	-13	-9	·	-17	-0.6	110	·	4	10	13	11
COc1ccc(N(Cc2ccccc2)S(=O)(=O)c2cccc(C(=O)Nc3ccccn3)c2)cc1	6	·	-6	-4	0.9	·	-1	3	-10	-6	-4
CN(CC(=O)Nc1ccc(Cl)c(Cl)c1)C(=O)CN1C(=O)NC2(CCCC2)C1=O	-6	1	-5	-1	0.3	104	0	-11	-5	6	-15
COc1ccc(OCC(=O)NNC(=O)c2cccc(C)c2)cc1	21	5	4	-7	1.5	95	-3	-2	-4	-21	5
O=C(Nc1nccs1)[C@@H]1CCCN1C(=O)c1cccs1	21	-2	10	5	-1.2	103	-2	-2	-2	-21	-24
Cc1cccc(NC(=S)NCc2ccc3[nH]c4c(c3c2)CCCC4)c1	-9	·	-5	1	-0.7	87	·	-10	-7	9	-5
CCc1ccccc1NC(=O)CSc1nc2n[nH]c(C)c2c(=N)n1-c1cccc(OC)c1	6	10	-3	-4	-0.8	91	58*	-4	7	-6	18
N/C(=N\OS(=O)(=O)c1ccccc1)c1cccnc1	33	-2	130	-1	-0.5	96	2	0	-5	-33	2
O=C(C1CCN(CCc2ccccc2)CC1)N1CCOCC1	46	13	·	1	-11	101	-3	-6	-2	-46	-4
